HCV inhibitor – qHTS Assay for Inhibitors of Hepatitis C Virus (HCV); Huh7.5.1 HCVcc-Cre infection, luciferase reporter, 44 h; Potency, µM (series often up to 41.8 µM), without a hit: top-dose activity change, negative = inhibition, most hits filed as inhibitors; hit rate 3.4% among 340,000; AID 651820, 2012; also: potency is read from the fitted curve at half-maximal effect
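Compounds are dispensed onto cells plated 4 h earlier at 1,000 per well, with HCVcc-Cre virus (about 0.5 moi) added next. Following 44 h of culture, luminescent signal is measured for 15 sec after 15 min with substrate at room temperature.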
Sm TGR block – qHTS Assay for the Inhibitors of Schistosoma Mansoni Peroxiredoxins; Schistosoma mansoni thioredoxin glutathione reductase (TGR), Q962Y6; purified TGR, DTNB reduction, TNB absorbance 405 nm; Potency, µM (doses to about 114 µM), for the others: top-dose activity change, negative = inhibition, actives largely listed as inhibitors; hit rate 3% among 360,000; AID 485364, 2010; also: potency is read from the fitted curve at half-maximal effect; nearly all actives have a fitted effect of over 60% in size
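First, TGR (20 nM dispensed) and NADPH were mixed with compound. Second, a 15 min room-temperature incubation followed. Third, further NADPH and then DTNB were added to start the reaction. Finally, TNB absorbance was monitored kinetically.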
AMA1-RON2 inh – qHTS for Inhibitors of AMA1-RON; Towards Development of Antimalarial Drug Lead: Primary Screen; Plasmodium falciparum AMA1 (3D7) - RON2 peptide interaction; AlphaScreen AMA1-biotinylated RON2 peptide binding; Potency, µM (titrated, usually from 58.2 µM), without a hit: at the highest dose activity change, negative = inhibition, most hits filed as inhibitors; hit rate 0.2% among 360,000;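 also: potency is read from the fitted curve at half-maximal effect; 0% = vehicle wells and -100% = peptide control; nearly all actives have a fitted effect of over 45% in size; some results filed as inactive show a strong effect at the top dose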
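AMA1 (3D7) with his tag at 25 nM final met compounds first, then biotinylated RON2 peptide at 25 nM; detection used donor plus acceptor beads, 10 µg/mL apiece, read by AlphaScreen after 30 min at room temperature.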
Giardia FBPA inh – qHTS Assay for Inhibitors of Fructose-1,6-bisphosphate Aldolase from Giardia Lamblia | purified Giardia FBPA | Potency, µM (top dose mostly 59.6 µM), without a hit: at the top dose activity, negative = inhibition, hits mostly inhibitors | hit rate 0.71% among 290,000 | AID 2451, 2010; also: potency is read from the fitted curve at half-maximal effect; nearly all actives have a fitted effect of over 55% in size
Target sequence (A8B2U2 whole entry, looked up): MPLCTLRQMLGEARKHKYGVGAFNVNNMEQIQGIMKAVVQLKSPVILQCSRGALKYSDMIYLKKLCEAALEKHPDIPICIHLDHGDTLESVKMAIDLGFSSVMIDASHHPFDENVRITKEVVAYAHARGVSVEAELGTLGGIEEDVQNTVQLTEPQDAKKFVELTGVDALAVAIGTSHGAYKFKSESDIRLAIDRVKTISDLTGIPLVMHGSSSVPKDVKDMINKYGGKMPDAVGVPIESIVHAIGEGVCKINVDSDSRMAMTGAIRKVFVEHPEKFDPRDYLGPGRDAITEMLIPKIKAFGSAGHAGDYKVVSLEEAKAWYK
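40 nM FBPA preincubated 10 min at RT with compound (up to 57.5 uM final), then substrate plus GAPDH/TPI/NAD/arsenate coupling and diaphorase/resazurin added. Fluorescence read after 20 min at RT, 525/598 nm.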
AmpC inh detg – qHTS Inhibitors of AmpC Beta-Lactamase (assay with detergent) | P00811 | AmpC hydrolysis of nitrocefin, absorbance 480 nm, 0.01% Triton | Potency, µM (titrated, usually from 114 µM), for inactives: at the top dose activity change, negative = inhibition, usual class: inhibitors | hit rate 0.041% among 370,000;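 also: potency is read from the fitted curve at half-maximal effect; 0% = no-compound wells and -100% = no-enzyme wells; nearly all actives have a fitted effect of over 25% in size; some results filed as inactive show a strong effect at the top dose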
Target sequence (P00811 whole entry, looked up): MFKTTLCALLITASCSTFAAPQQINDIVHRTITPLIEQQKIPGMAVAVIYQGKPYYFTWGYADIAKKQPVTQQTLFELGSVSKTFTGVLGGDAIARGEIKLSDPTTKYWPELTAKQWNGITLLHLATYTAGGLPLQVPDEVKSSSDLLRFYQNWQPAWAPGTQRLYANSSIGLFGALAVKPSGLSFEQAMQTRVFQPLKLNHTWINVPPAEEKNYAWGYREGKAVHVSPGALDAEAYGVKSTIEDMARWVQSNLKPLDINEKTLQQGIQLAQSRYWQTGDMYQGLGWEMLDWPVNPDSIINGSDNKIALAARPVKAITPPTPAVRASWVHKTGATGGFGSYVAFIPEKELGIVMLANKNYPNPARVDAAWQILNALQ
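20 mM phosphate pH 7.0 + 0.01% (detergent screen) or 0.0001% Triton X-100; 5.3 nM AmpC reagent; cpd preinc 15 min RT; nitrocefin (800 uM stock) to start; A480 q20 s × 4 min; Activity was normalised to no-enzyme and no-compound control wells.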
HCMV inh – qHTS Assay for inhibitors of the human cytomegalovirus (HCMV). activity change, negative = inhibition, % at 57.5 µM. HFF cells, HCMV-luciferase reporter, 72 h; active compounds read low. AID 1259415, 2018. hit rate 4.5% among 410,000; in the data active = activity change below about -60%; inconclusive = no clear call, values can overlap the other calls; inactive = above about -39%
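Steps: HFFs plated, 16 h 37C; compounds added; HCMV-luciferase added to MOI 1 PFU/cell; 72 h 37C; OneGlo reagent, 5 min room temperature; luminescence read, normalized to controls.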
Numbers without * were called inactive; u = inconclusive; x = no result given; & = joins results of further samples; [ ] = dose if it differs, or a comment. Unless noted, calls follow the shape of the dose curve; as a rule, active = well fitted curve in the direction sought with a large enough effect; inconclusive = small, poorly fitted or top-dose-only effect, or another doubt; inactive = no such curve, though single readings can be large; an effect the other way counts as inactive or inconclusive. Unless noted, % is scaled to controls: 0 for no effect and ±100 for the full control effect.

SMILES | HCV inhibitor | Sm TGR block | AMA1-RON2 inh | Giardia FBPA inh | AmpC inh detg | HCMV inh
CC(=O)Nc1ccc(NC(=O)C2CCCN2C(=O)Nc2ccc(F)cc2)cc1 (stereo unspecified) | 4% | 5% | -3% | 10% | -2% | 29
CCC1(C)NC(=O)N(CC(=O)N2N=C(c3ccccc3)CC2c2ccc(OC)cc2)C1=O (stereo unspecified) | 8% | -1% | -25% | 3% | -7% | 31
CC(C)OC(=O)c1nnn(-c2nonc2N)c1CSc1ccccn1 | -20% | -22% | -7% | -5% | u | 25
CCCCCCn1c(CN2CCN(C(=O)c3ccco3)CC2)nc2c1c(=O)n(C)c(=O)n2C | 6% | -34% | 2% | -4% | -6% | 6
Cc1ccc(NC(=O)CN(C)C(=O)c2sc3cc(Cl)ccc3c2Cl)cc1 | -4%[8.37 µM] | 0% | 0% | x | -6% | -18
O=S(=O)(c1ccc(C2=CSC3=NCCN23)cc1)N1CCOCC1 | 9% | 7% | -6% | -1% | -11% | -40
COc1ccc(N(CC(=O)Nc2cccc(C(C)=O)c2)S(=O)(=O)c2ccccc2)c(OC)c1 | x | -1% | x | x | -2% | -29
C[C@@H]1CN([C@@H](C)CO)C(=O)c2cccc(NC(=O)Nc3ccccc3)c2O[C@H]1CN(C)C(=O)Nc1cccc2ccccc12 | 8% | x | -3% | x | x | -1
Cc1ccc(C(=O)NCCc2cccc(Cl)c2)cc1[N+](=O)[O-] | u | -1% | -3% | -1% | -19% | -31
CC1CCCCN1C(=O)COC(=O)Cc1c[nH]c2ccccc12 (stereo unspecified) | -9% | x | -7% | x | x | -27
CN1CCN(C(=O)CCN2C(=O)/C(=C/c3ccccc3Cl)SC2=S)CC1 | u | 34% | -8% | -1% | 2% | -85*
Cc1[nH]c2ccccc2c1C(=O)CSc1nc2ccccc2c(=O)n1CCCN1CCOCC1 | u | -4% | -7% | 6% | u | -74*
O=C(Nc1ccc2c(c1)Cc1ccccc1-2)c1ccccc1F | -6% | x | 5% | x | x | 36
COCCn1c(N2CCCC2)nc2c1c(=O)[nH]c(=O)n2C | 13% | -18% | 5% | 10% | -8% | -6
CCCCCc1nc2c(c(=O)c3ccccc3n2C)c(=O)n1Cc1ccc(OC)cc1 | u | 4% | -4% | 1% | 6% | 23
C=CCOCCN(CCOCC=C)C1=NS(=O)(=O)c2ccccc21 | -9% | 37%[activator] | -3% | 2% | 2% | 21
COc1ccccc1NC(=O)CCC(=O)Nc1ccccc1OC | 2% | -2% | 11% | 1% | -3% | 12
CCOc1ccc(N2CC(C(=O)NCCN3C(=O)S/C(=C/c4cccnc4)C3=O)CC2=O)cc1 (stereo unspecified) | -2% | 7% | 0% | x | u | -34
Nc1nc(NCC(=O)O)nc(N2CCCCCC2)c1[N+](=O)[O-] | 5% | -17% | -6% | -5% | u | 0
CCc1nnc(NC(=O)CCC(=O)N2CCN(C3CCCCC3)CC2)s1 | -1% | -1% | 1% | 6% | -10% | 15
Cc1c(C(=O)NCc2ccccc2Cl)sc2nc3n(c(=O)c12)CCC3 | x | -6% | x | x | -1% | u
Cc1cccc(CN2CCC(C(=O)Nc3ccc(-n4nc(C)cc4C)cc3)CC2)n1 | 9% | 0% | 13% | u | -4% | u
CO/N=C/c1ccc(N2CCN(C(=O)c3ccc(C)cc3)CC2)c([N+](=O)[O-])c1 | u | -15% | u | -20% | -2% | -14
C=CCNC(=S)Nc1cc(S(=O)(=O)N2CCOCC2)ccc1-n1cncn1 | 17% | u | -2% | u | u | -2
COc1cc2c(cc1NC(=O)C(C)Oc1ccc(Cl)cc1Cl)oc1ccccc12 (stereo unspecified) | x | 7% | x | x | 28% | -3
SMILES | HCV inhibitor | Sm TGR block | AMA1-RON2 inh | Giardia FBPA inh | AmpC inh detg | HCMV inh
C=CC[N+](C)(C)CC(=O)OCc1ccccc1 | 1% | 5% | 1% | -7% | 3% | -34
Cc1ccc(C2C(C(=O)c3ccco3)=C(O)C(=O)N2c2ncccn2)cc1 (stereo unspecified) | 2% | -20% | -6% | -19% | -5% | 25
CCOC(=O)C1Cn2c(nc3c(c2=O)C(C)(CC)Cc2ccccc2-3)S1 (stereo unspecified) | u | -10% | -20% | -12% | u | -20
CC12CN3CC(C)(CN(C1)C3c1cccnc1)C2=O (stereo unspecified) | 16% | 19% | -7% | 2% | -10% | 19
CN1CCC(N(C)S(=O)(=O)c2ccc(NC(=O)COc3ccc(Cl)cc3)cc2)CC1 | 13µM* | 6% | -5% | x | 4% | -34
CC(C)(C)C1CCC(CN2C(Nc3ccccc3)=NC[C@@H]2Cc2ccccc2)CC1 (stereo partly specified) | u | x | -11% | x | x | -76*
NC(=O)CC(NC(=O)Cc1ccc(Cl)cc1)c1ccc(NC2CCCCCC2)c([N+](=O)[O-])c1 (stereo unspecified) | u | -4% | -1% | 5% | -8% | 17
CC1(C)CC(=O)C(N=Nc2c(F)cccc2F)=C(O)C1 | 2% | -14% | 28% | -18% | -8% | -14
CCOC(=O)c1[nH]c(C)c(C(=O)NCC2CCCO2)c1C (stereo unspecified) | 20% | 1% | -4% | 3% | -1% | 22
CC(C)c1cc(=O)n2[nH]c(SCc3ccc(Cl)cc3)nc2n1 | 5% | 10% | 6% | -1% | 0% | u
COc1ccc(CCNC(=O)c2ccco2)cc1OC | 21% | 0% | -4% | 2% | 5% | -28
Nc1cc([N+](=O)[O-])cc2oc(-c3ccccc3)cc12 | 10µM* | -13% | u | -1% | -5% | 90
Cc1ccc(CN(C(=O)COc2ccccc2[N+](=O)[O-])c2ccccn2)cc1 | x | 9% | x | x | -3% | 15
CCC(=O)Nc1cc(C)c(NC(=O)c2ccco2)cn1 | -3% | 5% | -8% | 3% | 0% | u
Cc1ccc(NS(=O)(=O)c2cccc(C(=O)NC3CCN(Cc4ccccc4)CC3)c2)cc1 | 13µM* | x | -10%[11.6 µM] | x | x | u
Cc1ccc(SCc2c(C#N)c3ccccc3n2C)cc1 | -2% | 0% | 30%[activator] | -4% | -5% | -37
Cc1ccc([N+](=O)[O-])c(OCCN2CCc3ccccc3C2)c1 | u | 5% | -23% | u | -9% | 50
CSc1nc2ccccc2c(=O)n1Cc1ccc(F)cc1 | -12% | x | -15% | 1% | -1% | 9
COc1cc(NC(=O)c2cc(-c3ccccc3)on2)cc(OC)c1OC | u | 0% | 1% | -3% | -17% | -5
Cc1cccc(C)c1NC(=S)N1CCC(c2ccccc2)C1 (stereo unspecified) | 1% | -5% | -15% | 8% | -9% | u
COc1ccc2cc(-c3nc(Cl)c4c5c(sc4n3)CCCC5)c(=O)oc2c1 | x | -8% | x | x | 2% | 14
CC1CCN(C(c2ccc(F)cc2)c2sc3nc(-c4ccco4)nn3c2O)CC1 (stereo unspecified) | x | -11% | x | x | -1% | -17
CCOc1ccc(-c2nc(C#N)c(NCc3ccco3)o2)cc1 | u | 2% | -15% | -7% | u | -30
CC1CCN(C(=O)c2ccc(CNS(=O)(=O)c3ccc(C(C)(C)C)cc3)cc2)CC1 | 22µM* | x | -3% | x | x | -37
Cc1ccnc(NC(=O)CNC(=O)c2ccccc2)c1 | -1% | 5% | 3% | x | -22% | 5
SMILES | HCV inhibitor | Sm TGR block | AMA1-RON2 inh | Giardia FBPA inh | AmpC inh detg | HCMV inh
O=C(CN1C(=O)COc2ccc(S(=O)(=O)NC3CCCC3)cc21)Nc1ccc(Cl)cc1 | x | 7% | x | x | 11% | 31
CCOC(=O)c1ccc(NC(=O)CC2C(=O)OCCN2CC)cc1 (stereo unspecified) | 10% | 22µM* | -17% | 2% | 2%&-7% | 14&-19
COC(=O)c1cc2c(n(Cc3ccccc3)c1=O)CCCC2=O | -1% | x | -18% | x | x | -11
Cc1cccc(C(=O)NC(=O)Nc2c(C)cc(C)nc2C)c1 | u | -3% | -13% | 5% | 5% | 25
O=c1[nH]c(NC2CCCCC2)c([N+](=O)[O-])c(=O)[nH]1 | 35%[activator] | 6% | -6% | 8% | 89µM* | 0
COc1ccc(S(=O)(=O)Nc2ccccc2C(=O)NCc2ccco2)cc1Br | 9% | u | -3% | 2% | -7% | -28
COc1ccccc1/C=C/C(=O)NC(=S)N1CCOCC1 | 1% | -5% | 44%[activator] | x | -10% | -21
CC(C)[C@H](NC(=O)N1CC(=O)Nc2ccccc21)C(=O)N[C@@H](C(=O)O)c1ccccc1 | 12% | -12% | 32%[activator] | 3% | -1% | 0
Oc1ccc2ccccc2c1CN1CC2CCC(CC2)C1 | 6% | x | -4% | x | x | 9
COC(=O)c1cc(COC(=O)COc2ccc(C)c(C)c2)oc1C | -1% | 1% | 21% | 8% | -10% | 5
Cc1cc(C)cc(NC(=O)c2cccc(C(=O)Nc3cc(C)cc(C)c3)c2)c1 | x | -4% | x | x | 1% | 3
CCOC(=O)Cn1nnnc1CN(Cc1ccc(OC)cc1)Cc1cc2cc(C)ccc2[nH]c1=O | 13%&31% | -19% | 0% | -3% | 0% | 14
Cc1ccc(S(=O)(=O)C(C)C(=O)c2ccc3c(c2)OCCO3)cc1 (stereo unspecified) | 16% | 1% | -2% | -1% | u | 7
O=C(NCc1ccc(F)cc1)c1ccc(CS(=O)Cc2ccc(Cl)cc2)o1 (stereo unspecified) | x | u | x | x | -1% | -26
Cc1ccc(C(=O)COC(=O)CCN2C(=O)C3C4C=CC(C5CC45)C3C2=O)cc1 (stereo unspecified) | 34%[activator] | -39% | 1% | x | 0% | u
Cc1cccc(C2=N/C(=C\c3cccnc3)C(=O)O2)c1 | 3% | -16% | 8% | 2% | 0% | -12
CCn1cc(C(=O)NCc2ccccc2OC)c(=O)c2ccc(C)nc21 | u | -21% | -4% | 2% | u | x

One compound at a time (already shown). Order of screens: HCV inhibitor, Sm TGR block, AMA1-RON2 inh, Giardia FBPA inh, AmpC inh detg, HCMV inh
C=CC[N+](C)(C)CC(=O)OCc1ccccc1 across the screens: 1%, 5%, 1%, -7%, 3%, -34
Cc1c(C(=O)NCc2ccccc2Cl)sc2nc3n(c(=O)c12)CCC3 across the screens: x, -6%, x, x, -1%, u
COc1cc2c(cc1NC(=O)C(C)Oc1ccc(Cl)cc1Cl)oc1ccccc12 (stereo unspecified) across the screens: x, 7%, x, x, 28%, -3
O=C(NCc1ccc(F)cc1)c1ccc(CS(=O)Cc2ccc(Cl)cc2)o1 (stereo unspecified) across the screens: x, u, x, x, -1%, -26
Cc1ccnc(NC(=O)CNC(=O)c2ccccc2)c1 across the screens: -1%, 5%, 3%, x, -22%, 5

Source: PubChem BioAssay (National Center for Advancing Translational Sciences (NCATS))
